BCR signal inh: blocks chronic active B-cell receptor signaling. ABC-DLBCL IkBa-CBG/CBR reporter, luminescence ratio, 4 h. Potency, µM (series often up to 46.1 µM), inactives show top-dose ratio change, negative = lower green/red ratio, actives largely listed as inhibitors. 340,000 tested, 0.05% active. AID 493014; active = well fitted inhibition curve with a large enough effect in the signal ratio, with a control signal flat, not every such curve was filed as active; inconclusive = small, poorly fitted or top-dose-only effect, or effect the other way, or a change in a side signal; the % refers to the signal ratio;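 also: potency is read from the fitted curve at half-maximal effect; plate controls were basal doxycycline-induced cells for no effect and cells given 10 µM MG132 for full effect; MG132 reads +100%, hits lower the ratio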
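Cell line TMD8 (human ABC DLBCL), stably expressing tet-inducible CBG68-IkBa fusion and CBR; IMDM/0.5% FBS; cpd up to 46 uM; dox induction, 4 h, 37C/5% CO2; dual luminescence; green/red ratio; MG132 control.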
S-ASM inh: human S-ASM enzyme inhibition. P17405. placental ASM, HMU-PC fluorogenic substrate, 60 min. Potency, µM (doses to about 57.5 µM), inactives show at the highest dose activity change, negative = inhibition, actives largely listed as inhibitors. 340,000 tested, 0.006% active. AID 504937; also: potency is read from the fitted curve at half-maximal effect
Target sequence (P17405 47-631 limits assumed): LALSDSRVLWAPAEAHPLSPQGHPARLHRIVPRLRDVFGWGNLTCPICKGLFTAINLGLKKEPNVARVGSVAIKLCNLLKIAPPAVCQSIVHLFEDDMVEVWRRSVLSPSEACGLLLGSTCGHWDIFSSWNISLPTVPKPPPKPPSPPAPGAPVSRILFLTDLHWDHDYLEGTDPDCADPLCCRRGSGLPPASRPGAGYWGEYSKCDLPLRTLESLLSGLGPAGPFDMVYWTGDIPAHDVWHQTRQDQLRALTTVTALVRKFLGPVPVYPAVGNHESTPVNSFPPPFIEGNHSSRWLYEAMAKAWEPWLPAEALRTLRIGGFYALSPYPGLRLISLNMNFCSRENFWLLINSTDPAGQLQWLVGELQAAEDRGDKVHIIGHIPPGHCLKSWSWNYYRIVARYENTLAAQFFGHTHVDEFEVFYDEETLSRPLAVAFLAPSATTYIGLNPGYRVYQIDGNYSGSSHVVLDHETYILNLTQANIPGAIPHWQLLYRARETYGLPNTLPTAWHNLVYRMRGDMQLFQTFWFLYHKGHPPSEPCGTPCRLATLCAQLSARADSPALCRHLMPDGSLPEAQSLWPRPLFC
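Fluorescence read-out (Ex 386 nm, Em 447 nm) after stopping the reaction at pH 10. Enzyme: ASM from human placenta; substrate HMU-PC0, 9 uM final; 60 min, 37 °C. Compound preincubation 10 min, ambient temperature.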
Mito fusion act: inhibitors of mitochondrial division or activators of mitochondrial fusion | S. cerevisiae fusion-defective mutant growth rescue, CellTiterGlo 48 h | Potency, µM (titrated, usually from 46.1 µM), without a hit: top-dose growth rescue (activation), most hits filed as activators | 320,000 tested, 0.23% active | AID 485298;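 also: potency is read from the fitted curve at half-maximal effect; % of control where 0% means no effect; nearly all actives have a fitted effect of over 45% in size; temperature-sensitive fusion mutants such as fzo1-1 at 37 °C on non-fermentable ethanol glycerol medium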
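Growth-rescue viability read-out: after 48 h at the non-permissive 37C in glycerol/ethanol YPEG, yeast mitochondrial fusion mutants are measured by CellTiterGlo luminescence; compounds (23 nl pinned per well) restoring growth score as division inhibitors or fusion activators.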
A-T KAP1 phos: potential ataxia-telangiectasia treatment; […] A-T fibroblasts, KAP-1 phosphorylation AlphaLISA; neocarzinostatin DNA damage 30 min before lysis; Potency, µM (highest dose often 57.5 µM), for inactives: at the highest dose activation, actives largely listed as activators; 320,000 tested, 0.19% active; AID 485349; also: potency is read from the fitted curve at half-maximal effect; % of control where 0% means no effect; nearly all actives have a fitted effect of over 45% in size
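hTERT-immortalized A-T patient fibroblasts ([…]), 500 cells/well in OPTI-MEM, 1% FBS, got compounds for 60 min, then NCS for 30 min at 37C. Lysates were then assayed for phospho-KAP-1 by AlphaLISA (anti-pKAP1 donor, anti-KAP1 acceptor beads), 6 hr at 25C.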
TSHR antag: antagonists of human thyroid stimulating hormone receptor | 330,000 tested, 0.2% active | P16473 | TSHR-expressing cells, TSH-stimulated cAMP HTRF, 2 h; hits give low values | AID 504810 | activity change, negative = inhibition, % at 11.5 µM;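 active = activity change below a set negative limit, meaning inhibition stronger than a set level, cut at about -70% in these data; inconclusive = activity change between two set negative limits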; also: % is scaled to controls: 0 for no effect and ±100 for the full control effect
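TSHR-expressing cells, 200/well, pre-treated with compound, then stimulated with EC80 TSH (4nM final) for 2 hours at 37 deg C. cAMP measured by competitive HTRF: anti-cAMP cryptate antibody in lysis buffer plus cAMP-d2, read after 30 minutes at room temperature.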
Tb PFK block: inhibitors of T. brucei phosphofructokinase; O15648; T. brucei PFK, ADP-Glo luminescence; Potency, µM (highest dose often 57.5 µM), inactives show top-dose activity, negative = inhibition, usual class: inhibitors; 330,000 tested, 0.17% active;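 also: potency is read from the fitted curve at half-maximal effect; 0% = uninhibited 1x PFK enzyme wells and -100% = no-enzyme wells; nearly all actives have a fitted effect of over 60% in size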
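1.25 nM PFK with 0.5 mM F6P and 0.1 mM ATP in 0.1 M TEA pH 8.0, 5 mM MgCl2, incubated 45 min at room temperature; ADP measured by ADP-Glo luminescence; compounds titrated up to 57 uM.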
Eya2 inh: Eya2 (human) phosphatase inhibition; 330,000 tested, 0.006% active; AID 488837; O00167; Potency, µM (doses to about 76.9 µM), for inactives: at the top dose activity, negative = inhibition, hits mostly inhibitors; recombinant Eya2, OMFP fluorescence dephosphorylation (OMFP is methylfluorescein phosphate); also: potency is read from the fitted curve at half-maximal effect; % is scaled to controls: 0 for no effect and ±100 for the full control effect
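Eya2 (0.2 uM) preincubated 10 min at ambient with compound, then OMFP substrate added at 50 uM; 10 min reaction in 50 mM HEPES pH 7.5, 50 mM NaCl, 5 uM MgCl2, 0.05% BSA, 1 mM DTT. Fluorescence read at Ex 485/Em 525 nm.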
TCR activator: activates T cell receptor signaling; primary human leukocytes, anti-CD3, IL-2 HTRF, 48 h; Potency, µM (doses to about 9.22 µM), without a hit: top-dose activation of IL-2 secretion, usual class: activators; 330,000 tested, under 10 active; AID 504894; also: % of control where 0% means no effect
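Activity was scored as IL-2 release from primary human leukocytes given only a TCR signal (a-CD3 beads) plus compound for 48 hr. Detection used a two-antibody HTRF format read at 665nm.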
ELG1 repair inh: ELG1-dependent DNA repair inhibition. Potency, µM (series often up to 46.1 µM), without a hit: top-dose activity change, negative = inhibition, most hits filed as inhibitors. HEK293T ELG1-luciferase reporter, luminescence, 16 h; DNA damage induced by 5-fluorouridine. AID 504467. 330,000 tested, 2.3% active; also: potency is read from the fitted curve at half-maximal effect; % is scaled to controls: 0 for no effect and ±100 for the full control effect; nearly all actives have a fitted effect of over 55% in size
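Quantitative HTS, concentration-response format. 2,000 cells/well co-treated with 5-fluorouridine and compound, 16 hr in 5% CO2 at 37 °C; ONE-Glo luminescence read after 30 min.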
a7 integrin act: integrin-mediated muscular dystrophy alleviation activation | 350,000 tested, 0.064% active | Potency, µM (series often up to 38.3 µM), inactives show at the highest dose activation, most hits filed as activators | alpha7betagal myoblasts, beta-gal FDG fluorescence, 48 h;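 also: potency is read from the fitted curve at half-maximal effect; 100% = response of the positive control SU9516; nearly all actives have a fitted effect of over 60% in size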
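alpha7betagal+/- myoblasts (passage 13, 250/well) treated 48 h at 37C with compounds at 1:260 dilution of DMSO stock. Lysed, then beta-galactosidase activity read as FDG fluorescence (ex 480/em 540) after 30 min, with pre-read for autofluorescence.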
PTAP TSG101 blk: blocks PTAP/TSG101 interaction to inhibit HIV-1 budding; Q99816; Fluorescence polarization, FITC-PTAP peptide / Tsg101 binding; Potency, µM (doses to about 115 µM), without a hit: at the top dose activity change, negative = inhibition, usual class: inhibitors; 340,000 tested, under 10 active; AID 493005; active = well fitted inhibition curve with a large enough effect in the main read-out, with a control signal flat, not every such curve was filed as active; inconclusive = small, poorly fitted or top-dose-only effect, or effect the other way, or a change in a side signal; inactive = no such curve, though single readings can be large or run the other way; also: potency is read from the fitted curve at half-maximal effect; % of control where 0% means no effect
Target sequence (Q99816 whole entry, looked up): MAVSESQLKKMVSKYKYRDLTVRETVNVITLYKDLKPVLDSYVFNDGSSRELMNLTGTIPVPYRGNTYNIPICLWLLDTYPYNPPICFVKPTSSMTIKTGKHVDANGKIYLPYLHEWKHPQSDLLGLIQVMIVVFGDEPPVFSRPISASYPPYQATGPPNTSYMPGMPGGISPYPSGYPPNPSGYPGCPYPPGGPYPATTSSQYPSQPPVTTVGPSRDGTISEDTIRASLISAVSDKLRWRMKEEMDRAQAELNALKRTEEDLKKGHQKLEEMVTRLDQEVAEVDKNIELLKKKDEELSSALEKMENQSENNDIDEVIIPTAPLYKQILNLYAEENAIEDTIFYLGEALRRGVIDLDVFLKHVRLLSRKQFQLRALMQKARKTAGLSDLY
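Fluorescence polarization binding of Tsg101 binding domain (10 uM final) to FITC-labeled PTAP peptide (50 nM final) in HEPES pH 7.5 buffer with NaCl, Tween 20, EDTA, TCEP. Compounds added before peptide; binding 20 min at RT.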
* hit, by the source's call; i = inactive; ? = inconclusive; · = no result given; & = joins results of further samples; [ ] = dose if it differs, or a comment. Unless noted, calls follow the shape of the dose curve; as a rule, active = well fitted curve in the direction sought with a large enough effect; inconclusive = small, poorly fitted or top-dose-only effect, or another doubt; inactive = no such curve, though single readings can be large; an effect the other way counts as inactive or inconclusive.

Results follow in this order: BCR signal inh	S-ASM inh	Mito fusion act	A-T KAP1 phos	TSHR antag	Tb PFK block	Eya2 inh	TCR activator	ELG1 repair inh	a7 integrin act	PTAP TSG101 blk
Cc1cc(C)nc(NS(=O)(=O)c2ccc(NC(=O)CN3C(=O)S/C(=C\c4ccccc4)C3=O)cc2)n1
    ?	39%[activator]	0%	3%	-11	12%	6%	-3%	-5%	28%	-1%
COc1ccccc1NS(=O)(=O)c1ccc(C)c(C(=O)NNC(=O)c2csc(N3CCOCC3)n2)c1
    -2%	-8%	·	7%	·	3%	-18%	-3%	4%	-1%	-9%
COc1ccc(CSc2nc3ccccc3[nH]2)cc1
    -10%	0%	-3%	-8%	6	-1%	3%	2%	?	-1%	-5%
COc1ccc(CNC(=O)CSc2n[nH]c(N)n2)cc1OC
    4%	-11%	-2%	2%	3	-3%	-8%	-6%	-4%	45%	1%
O=C1c2oc3ccccc3c(=O)c2C(c2cccnc2)N1CCCN1CCOCC1 (centres undefined)
    0%	3%	2%	4%	-3	0%	19%	-6%	16%	1%	-4%
C=CCn1c(C)c(C(C)=O)cc(NC(=O)c2ccccc2)c1=O
    3%	-3%	-3%	3%	-3	8%	-11%	-19%	-29%	13%	-1%
Cc1cc(/C=N/NC(N)=S)c(C)n1-c1ccc(Cl)cc1
    ?	-4%	20%	4%	-8	-1%	-16%	-1%[46.1 µM]	-19%	0%	-5%
COc1ccc2c(c1)[nH]c1c(=O)n(CCCn3ccnc3)cnc12
    7%	2%	-5%	2%	-5	-3%	17%	1%	12%	-16%	-3%
O=C(NNS(=O)(=O)c1ccc(Cl)cc1)c1cccs1
    9%	-3%	-5%	2%	-2	0%	1%	3%	2%	11%	-5%
CC(CCc1ccccc1)NC(=O)C(=O)Nc1ccccc1 (centres undefined)
    ?	0%	10%	2%	5	-5%	-5%	-2%[46.1 µM]	?	-24%	-3%
COc1ccc(NC(=O)c2cccc(S(=O)(=O)N(C)c3ccccc3)c2)cn1
    ?	-5%	13%	3%	-13	-3%	1%	0%[46.1 µM]	?	-10%	0%
Cc1cc(NC(=O)CSc2nc3cc(C(=O)NCCCOC(C)C)ccc3c(=O)n2Cc2ccco2)no1
    20%	7%	11%	1%	2	0%	-14%	5%	?	4%	-1%
O=C(OCc1c(-c2ccccc2)ncc2ccccc12)c1ccc(F)cc1
    ?	?	·	3%	1	-2%	1%	3%	?	7%	-3%
CCN1C(=O)c2cccc3c(Cl)ccc1c23
    -14%	-1%	-4%	1%	4	-1%	7%	-1%	?	?	-7%
COC(=O)c1ccccc1NC(=O)CN(C)S(=O)(=O)c1cc(C)ccc1OC
    0%	2%	-5%	-2%	15	-1%	-9%	-5%	?	-17%	-2%
N#Cc1ccccc1COC(=O)c1ccc2c(c1)OCO2
    ?	1%	1%	4%	-3	4%	9%	4%	?	-13%	-9%
COc1ccccc1NC(=O)CCc1nnc2ccc(N3CCN(C)CC3)nn12
    -2%	1%	-17%	-6%	-10	0%	-3%	-2%	23%	-14%	-4%
CCCCc1ccc(-n2c(Cc3cccs3)n[nH]c2=S)cc1
    -4%	-8%	22%	1%	-7	2%	-5%	4%	?	14%	-2%
Oc1cccc(C2c3[nH]c4ccccc4c3CCN2Cc2ccoc2)c1 (centres undefined)
    8%	3%	9%	12%	-6	1%	8%	1%	-9%	36%	-10%
CCOc1ccccc1C(=O)OCC(=O)Nc1cc(Cl)ccc1Oc1ccccc1
    ?	-5%	3%	1%	-16	5%	-3%	5%[46.1 µM]	?	-28%	-5%
C=CCOc1c(CNc2ncn[nH]2)cccc1OC
    1%	0%	-1%	4%	21	-1%	-12%	-2%	10%	-18%	-3%
COc1ccc2ccccc2c1/C=N\n1c(C)cc(C)c(C(N)=O)c1=O
    -20%	-1%	2%	-6%	4	1%	4%	7%	?	2%	-7%
O=S(=O)(NCCN1CCOCC1)c1cccs1
    -8%	0%	4%	-1%	2	-1%	0%	2%	-6%	15%	0%
CCOC(=O)Cc1csc(SCC(=O)c2c(N)n(CC(C)C)c(=O)n(C)c2=O)n1
    0%	2%	3%	0%	-31	-20%	-7%	-2%	5.2µM*	-62%[inhibitor][7.66 µM]	-3%
Cc1ccc(C(C)(C)C)c(OCCCCN2CCCC2)c1
    -10%	1%	-16%	-7%	21	-6%	-4%	-1%[46.1 µM]	?	-51%[inhibitor]	-1%
O=C1CCN(Cc2ccc(O)cc2)CCN1CCO
    -1%	11%	0%	14%	5	2%	0%	6%	-9%	26%	0%
CC1=C(C(=O)Nc2cccc(C(=O)NCc3ccccc3C)c2)SCCO1
    -14%	3%	-4%	4%	21	-1%	-17%	2%	-16%	-13%	-1%
O=C(NC1CCc2ccccc21)c1cc(COc2cncc(Cl)c2)on1 (centres undefined)
    ?	-1%	3%	7%	-25	4%	2%	10%	19%	?	-7%
COC(=O)Cc1ccc(NC(=S)N2CCN(c3ccccn3)CC2)cc1
    5%	0%	1%	-8%	-9	-1%	-1%	·	?	?	0%
Cc1ccc(S(=O)(=O)N2[C@@H](c3ccc(C(C)(C)C)cc3)C(C(=O)O)=CC[C@H]2c2ccc3c(c2)OCO3)cc1
    -5%	-1%	·	16%	-4	4%	-11%	5%	-14%	-10%	-2%
CCCn1c(SCC(=O)NC2CCC(C)CC2)n[nH]c1=O (centres undefined)
    -3%	5%	-1%	6%	33	-8%	20%	1%	8%	-6%	-2%
CN(C)CCCNC(=O)c1ccc(Cl)c(S(=O)(=O)N2CCCCCC2)c1
    0%	1%	1%	8%	0	0%	0%	-2%	11%	-36%	-1%
COc1ccc(C2Nc3ccccc3C(=O)N2NC(C)=O)c(OC)c1 (centres undefined)
    ?	229%[activator]	1%	1%	2	-1%	11%	3%	1%	?	0%
CSCCC(=O)N1CC[C@@H](N2CCN(c3ccccc3F)CC2)[C@H](O)C1
    3%	2%	0%	-7%	-8	-5%	13%	-13%	-4%	-31%	-7%
CC1(C)S[C@@H]2[C@H](NC(=O)Cc3ccccc3)C(=O)N2[C@H]1C(=O)O
    -1%&-1%	-1%&1%	-4%&4%	11%&10%	33&-5	0%&-6%	2%&10%	3%&-1%	8%&-2%	9%	-5%&1%
CS(=O)(=O)N(CC(=O)Nc1ccc2c(c1)OCO2)c1ccccc1
    3%	0%	4%	1%	-4	1%	-5%	-1%	10%	7%	0%
CCc1ccccc1N(C(=O)c1snc(C(N)=O)c1N)C(C(=O)NCC1CCCO1)c1ccc(OC)c(OC)c1 (centres undefined)
    -11%	i	-10%	9%	-13	-4%	0%	-1%	?	9%	-7%
COc1ccc(OC)c(CCNC(=O)c2cccc(NC(=O)C3=C(C)OCCS3)c2)c1
    -3%	1%	-2%	-4%	-10	7%	1%	0%	?	16%	-7%
Cc1cccc(N2CCN(C(=O)COc3ccc4c(c3)CCC4)CC2C)c1 (centres undefined)
    -3%	-8%	11%	-14%	20	0%	6%	5%	-3%	-16%	-8%
CC1(C)O[C@@H]2[C@H](O1)[C@@H](COS(=O)(=O)O)O[C@H]2n1cnc2c(N)ncnc21
    ?	·	-2%	-4%	408	6%	10%	·	?	·	·
Cc1cc(C)nc(NC2=NCCN2C(=S)Nc2ccc(C)c(C)c2)n1
    8%	2%	3%	9%	-1	-5%	-8%	0%	19%	-8%	-8%
CN(C)S(=O)(=O)c1ccc(Cl)c(NC(=O)CN2CCc3ccccc3C2)c1
    -1%	-1%	-1%	7%	4	-4%	-20%	6%	?	-54%[inhibitor]	0%
O=C(Cc1ccccc1)N/N=C/c1ccccc1OCc1ccc(Cl)cc1
    -3%	-16%	4%	6%	-13	0%	7%	-2%	?	-19%	-7%
O=C(c1ccc(COCC(F)(F)F)o1)N1CCCCCC1
    ?	-1%	2%	3%	-14	-1%	-9%	-2%	23%	-6%	-3%

Source: PubChem BioAssay
